Candida biofilm: clotrimazole potentiators killing Candida biofilms, primary screen, with clotrimazole, Alamar Blue | AID 834, 2007 | 85,000 tested, 0.14% active | inhibition, % at 6 µM | C. albicans biofilm + clotrimazole;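 active means inhibition above 20%; inactive means inhibition below 20%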;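 further: preformed 24 hr biofilms exposed to compound for 48 hr; 0% = biofilm without compound and 100% = blank killed by clotrimazole plus chlorhexidine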
MT1-MMP txn act: MT1-MMP promoter reporter activation – cell-based, luciferase luminescence, primary screen; HT1080 MT1-MMP promoter luciferase reporter, overnight; hits give high values; activation factor at 10 µM; 86,000 tested, 0.16% active; AID 750, 2007;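 active means activation factor of at least 2 for MT1-MMP transcription at 10 µM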
HUVEC tox IL1B: cytotoxicity in IL-1B stimulated HUVEC, primary screen, cytotoxicity control for IL-1B NFkB translocation project, imaging, Hoechst nuclear count, IL-1B stimulus; HUVEC cell count loss; cell count reduction, % at 2 µM; 94,000 tested, 0.41% active; AID 845, 2007;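 active means cell count reduction more than 3 SD above the screen-wide mean, cut at about 70% in these data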;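 further: normalized per plate to untreated control cells as the no-loss baseline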
cytoskel mod: modifiers of F-actin cytoskeleton organization, primary screen, imaging, HUVEC, phalloidin staining, high-content imaging. inhibition, % at 2 µM. 91,000 tested, 0.18% active. HUVEC TNFa F-actin phalloidin imaging. AID 836, 2007;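 active means inhibition above the batch mean plus 3 SD and confirmed as a hit by visual image inspection, cut at about 30% in these data, passing the limit was not always enough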; further: strong numbers were not always called active
VCAM1 TNFa inh: inhibitors of TNFa-induced VCAM1 expression, primary screen, imaging, HUVEC, TNFa stimulus, immunofluorescence; HUVEC TNFa-induced VCAM-1 immunofluorescence, high-content imaging; inhibition, % at 2 µM; 95,000 tested, 0.48% active;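 active means inhibition above the batch mean plus 3 SD, with images confirmed as a hit by eye, cut at about 37% in these data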;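 further: 0% = TNF-stimulated DMSO wells and 100% = unstimulated control wells; not every result past the cut was called active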
hDAT+cocaine: changed hDAT dopamine uptake under cocaine IC80, either direction, primary screen, cocaine antagonist project, cell-based, LLC-PK1 hDAT, [14C]-dopamine uptake, MLSMR. AID 449768, 2010. Sodium-dependent dopamine transporter (Homo sapiens), Q01959. 110,000 tested, 1.3% active. B-score at 10 µM. LLC-PK1 hDAT cells, [14C]-dopamine uptake with cocaine IC80; actives deviate in either direction;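 active means Z score or B-score, a plate-position-corrected score, falls beyond the plate's 99.7% confidence bounds, in either direction; inactive means both scores lie inside the 99.7% bounds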;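 further: scored against the spread of the other compound wells on the same plate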
Smad3 inh: Smad3/FoxH1 peptide binding inhibitors, primary screen, biochemical, TR-FRET | inhibition, % at 25 µM | Mothers against decapentaplegic homolog 3 (Homo sapiens), P84022 | TR-FRET Smad3/Dy647-FoxH1 peptide binding, europium anti-His | 88,000 tested, 0.29% active;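 active means compounds that reduce the energy-transfer binding signal between the protein and its labelled peptide by more than half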;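 further: 0% = Smad3 plus labelled peptide maximal FRET and 100% = peptide-only background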
TNFa cytotox: cytotoxicity in TNFa-stimulated HUVEC, primary screen, cytotoxicity control for VCAM1 expression modulator project, imaging, Hoechst nuclei count; AID 848, 2007; HUVEC TNFalpha-stimulated, Hoechst cell count; cell count reduction, % at 2 µM; 93,000 tested, 0.17% active;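 active means cell count reduction exceeding the screen mean by over 5 SD, scaled to untreated wells per plate, cut at about 78% in these data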;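 further: cells counted after 24 h of TNF alpha exposure following the 1 h pretreatment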
PTPN22 inh 2: PTPN22 phosphatase inhibitors, primary screen, biochemical, DiFMUP fluorescence, 2 µM; Tyrosine-protein phosphatase non-receptor type 22 (Homo sapiens), Q9Y2R2; recombinant LYP catalytic domain; inhibition, % at 2 µM; 96,000 tested, 0.21% active; AID 640, 2007;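 active means inhibition at 2 µM at or above a set limit, the screen mean plus 3 SD, cut at about 24% in these data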;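 further: 0% = DMSO with enzyme and 100% = enzyme fully blocked by orthovanadate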
Target sequence (Q9Y2R2 whole entry, looked up, the tested form may be a part): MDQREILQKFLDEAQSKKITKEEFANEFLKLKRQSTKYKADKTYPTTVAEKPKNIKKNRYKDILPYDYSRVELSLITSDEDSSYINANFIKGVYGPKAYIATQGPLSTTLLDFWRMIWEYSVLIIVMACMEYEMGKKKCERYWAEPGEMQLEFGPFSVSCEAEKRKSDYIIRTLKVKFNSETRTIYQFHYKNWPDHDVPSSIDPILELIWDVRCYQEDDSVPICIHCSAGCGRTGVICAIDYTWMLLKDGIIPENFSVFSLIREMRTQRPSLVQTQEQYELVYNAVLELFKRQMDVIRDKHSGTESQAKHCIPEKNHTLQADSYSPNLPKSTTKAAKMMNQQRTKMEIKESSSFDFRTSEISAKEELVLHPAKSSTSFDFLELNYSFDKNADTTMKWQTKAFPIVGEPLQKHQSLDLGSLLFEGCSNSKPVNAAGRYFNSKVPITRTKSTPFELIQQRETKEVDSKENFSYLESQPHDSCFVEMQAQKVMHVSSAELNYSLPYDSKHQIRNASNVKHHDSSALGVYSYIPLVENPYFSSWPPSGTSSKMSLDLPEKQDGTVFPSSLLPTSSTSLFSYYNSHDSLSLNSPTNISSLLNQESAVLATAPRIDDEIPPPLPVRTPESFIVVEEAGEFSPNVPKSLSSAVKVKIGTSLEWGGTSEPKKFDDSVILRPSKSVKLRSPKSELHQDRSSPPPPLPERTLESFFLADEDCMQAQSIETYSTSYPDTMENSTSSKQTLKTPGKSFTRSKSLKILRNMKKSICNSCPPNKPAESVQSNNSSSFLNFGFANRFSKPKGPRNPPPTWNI
Active calls of the source: *; . = not tested or not shown; [ ] = another dose, or the depositor's remark.

Order of values – Candida biofilm | MT1-MMP txn act | HUVEC tox IL1B | cytoskel mod | VCAM1 TNFa inh | hDAT+cocaine | Smad3 inh | TNFa cytotox | PTPN22 inh 2
Nc1nonc1C(=O)NCCNCc1cc(Br)ccc1OCc1ccccc1F
  6.6 | 0 | 11.6 | -13.8 | 1.2 | 0.0982 | -0.3[fluorescence artefact?] | 2.8 | 8.3
COc1ccc(Nc2nc3ccccc3nc2C)cc1
  6.9 | 1 | -89.3 | -9.7 | -4.4 | 2.05 | -12.9 | -36.1 | 0.6
C/C(=C1/SC(N2CCOCC2)=NC1=O)c1ccc(Br)cc1
  13.0 | 1.1 | 18.8 | 17.3 | 4.5 | -0.297 | 2.5 | -38.4 | -5.1
Cc1ccc(S(=O)(=O)N2CCN(C(=O)CN3CCOCC3)C2)cc1
  6.0 | 1.1 | 4.0 | . | 13.1 | -0.654 | 4.4 | -18.3 | -4.8
Cn1c(SCC(=O)Nc2cccc(NC(=O)c3cccs3)c2)nnc1-c1ccncc1
  7.5 | 1.1 | 36.9 | 8.9 | 1.5 | 0.549 | -7.8 | -12.3 | -10.1
CCCOc1cc(C)c(S(=O)(=O)N2CCN(C)CC2)cc1C
  -1.6 | 1.1 | -21.1 | 9.7 | 14.0 | 0.0319 | 1.2 | -2.3 | -19.4
COc1ccc(CN2CCN(C(=O)c3cccnc3)CC2)cc1Br
  3.1 | 1.1 | -18.2 | -11.7 | 5.7 | -0.229 | -5.0 | 32.9 | 1.9
Clc1ccccc1OCCn1ccnc1
  11.9 | 1.2 | 16.1 | 12.4 | 10.9 | -0.0226 | -2.4 | -28.2 | -4.0
Cc1nc2ccccn2c1/C(O)=C1\C(=O)C(=O)N(CCN2CCOCC2)C1c1ccncc1 (stereo unspecified)
  -5.0 | 1 | -37.1 | -0.3 | -2.2 | -0.653 | 8.7 | -7.1 | 5.2
COc1cc(CNC2CCCC2)cc(OC)c1
  4.4 | 1.1 | -12.6 | 28.8 | -3.0 | -0.0657 | 10.6 | -58.3 | -1.0
CCCNC(=O)c1ccc(OC)cc1OC
  5.6 | 1.1 | 4.8 | -23.4 | 14.1 | -0.794 | -10.8 | 21.2 | -6.5
CCN(C(=O)CN1CCN(c2ccc(OC)cc2)CC1)c1c(N)n(Cc2ccccc2)c(=O)[nH]c1=O
  0.3 | 1.1 | -35.8 | -1.8 | -5.2 | . | 0.4 | -1.3 | -10.2
Cc1cc(C(=O)O)c(CCCN)s1
  . | 1.1 | -113.1 | 9.1 | 12.1 | -1.88 | 5.2 | -13.4 | -2.3
O=C(OCC(=O)N1CCN(C(=O)c2ccco2)CC1)c1ccc(S(=O)(=O)N2CCCCC2)cc1
  5.1 | 1.1 | 17.4 | -1.4 | -14.1 | 0.157 | -4.5 | 1.3 | -1.5
COc1ccc(CCNC(=O)c2cc(-c3ccc(C)cc3O)n[nH]2)cc1OC
  5.0 | 1.1 | -15.1 | -22.8 | -4.9 | 0.863 | -12.1 | 8.0 | -1.0
C/C(=N\Nc1nc2c(s1)CCCC2)c1ccc(Cl)cc1
  . | . | -24.7 | 11.6 | 15.2 | -0.269 | . | -7.4 | 1.1
O=C(C1=COCCO1)N1CCN(C(c2ccccc2)c2ccccc2)CC1
  -1.5 | 1.3 | -19.3 | -9.5 | -16.6 | -0.0575 | 0.7[fluorescence artefact?] | -2.9 | -2.4
CSc1nc(N(C)NC(=O)c2ccc(Cl)cc2)c2ccccc2n1
  . | . | 36.0 | -58.1 | 12.5 | -0.914 | . | 24.5 | 6.2
Cc1cccc(C(=O)Nc2ccc(C(=O)/C=C/c3cccs3)cc2)c1
  . | . | 17.1 | -0.6 | -6.2 | 0.408 | . | -12.7 | 13.5
COc1cccc(NC(=O)Cc2c(O)c3ccccc3[nH]c2=O)c1
  6.9 | 1.1 | . | . | . | 0.109 | 1.1 | . | .
CCC(c1nnnn1Cc1ccco1)N(CCc1ccccc1)Cc1cc2cc(C)ccc2[nH]c1=O (stereo unspecified)
  4.3 | 1 | . | . | . | 0.141 | 2.9 | . | .
Cc1c(C(=O)Nc2cnccn2)oc2ccccc12
  7.1 | 1.2 | -15.6 | 0.1 | 4.9 | 0.126 | 11.8 | 4.8 | -2.0
COc1ccc(-n2c(Cc3cc(=O)[nH]c(=O)[nH]3)nnc2SCc2ccccc2)cc1
  2.6 | 1.2 | -0.3 | -4.3 | 14.5 | -0.283 | -5.5 | -17.8 | -10.4
Cc1cc(NC(=O)CCCC(=O)N(c2ccccc2)C(C(=O)NC2CCCCC2)c2cccs2)no1 (stereo unspecified)
  4.3 | 1.2 | -26.2 | 1.3 | -4.3 | -0.019 | 1.2 | -6.5 | -13.9
CSc1nnc2c(n1)c(C)nn2-c1ccc(C)cc1
  0.4 | 1.8 | -23.3 | 5.3 | 11.7 | 0.133 | -18.6 | . | -11.0
O=C(NC(=S)Nc1ccc(Oc2ccccc2)cc1)c1ccc(Cl)cc1
  . | . | 17.7 | -24.4 | 3.4 | 2.58* | . | -1.0 | 4.1
Cc1cc(C)c(S(C)(=O)=O)c(S(=O)(=O)c2ccc(Cl)cc2)n1
  . | . | 5.7 | -32.8 | -0.7 | -0.372 | . | -11.7 | 13.0
Cc1ccc(-n2c(SCC(=O)NCc3ccco3)nc3sc(C)c(C)c3c2=O)cc1
  7.2 | 1.1 | 24.5 | 13.1 | 15.8 | 0.371 | -9.7[fluorescence artefact?] | -4.3 | 0.2
COc1ccc(-c2nc(C#N)c(NCCc3ccccc3)o2)cc1
  . | 1.3 | 5.7 | -7.4 | -19.6 | 0.257 | . | 2.9 | 2.6
COc1ccc(CN2C(=O)CS(=O)CC2=O)cc1OC
  . | . | -10.5 | -1.7 | 11.9 | -0.598 | . | -6.3 | 4.6
CCOC(=O)CSc1nc(N)c(C(=O)Nc2ccc(N(C)C)cc2)s1
  4.5 | 1.1 | -16.2 | 0.9 | 19.3 | -0.384 | 4.0 | -4.9 | -4.0
CCc1cc2c(=O)c(Oc3ccccc3)c(C)oc2cc1O
  4.5 | 1 | -3.4 | 2.3 | 2.4 | -2.48* | 2.6 | -17.4 | 7.3

Compounds listed so far with an aryl thioether with sulfur outside any ring:
Order of values – Candida biofilm | MT1-MMP txn act | HUVEC tox IL1B | cytoskel mod | VCAM1 TNFa inh | hDAT+cocaine | Smad3 inh | TNFa cytotox | PTPN22 inh 2
Cn1c(SCC(=O)Nc2cccc(NC(=O)c3cccs3)c2)nnc1-c1ccncc1
  7.5 | 1.1 | 36.9 | 8.9 | 1.5 | 0.549 | -7.8 | -12.3 | -10.1
CSc1nc(N(C)NC(=O)c2ccc(Cl)cc2)c2ccccc2n1
  . | . | 36.0 | -58.1 | 12.5 | -0.914 | . | 24.5 | 6.2
COc1ccc(-n2c(Cc3cc(=O)[nH]c(=O)[nH]3)nnc2SCc2ccccc2)cc1
  2.6 | 1.2 | -0.3 | -4.3 | 14.5 | -0.283 | -5.5 | -17.8 | -10.4
CSc1nnc2c(n1)c(C)nn2-c1ccc(C)cc1
  0.4 | 1.8 | -23.3 | 5.3 | 11.7 | 0.133 | -18.6 | . | -11.0
Cc1ccc(-n2c(SCC(=O)NCc3ccco3)nc3sc(C)c(C)c3c2=O)cc1
  7.2 | 1.1 | 24.5 | 13.1 | 15.8 | 0.371 | -9.7[fluorescence artefact?] | -4.3 | 0.2
CCOC(=O)CSc1nc(N)c(C(=O)Nc2ccc(N(C)C)cc2)s1
  4.5 | 1.1 | -16.2 | 0.9 | 19.3 | -0.384 | 4.0 | -4.9 | -4.0

Screening data as filed in PubChem.

These rows are one share of the data; rates above refer to the full screens.
